Compound activity as filed in PubChem BioAssay.
BRCA1 expr act: BRCA1 expression activation; MCF7-BRCA1-FFLuc reporter, luminescence, 48 h; response scale: scaled: vehicle 0%, 10 µM genistein 100%; Potency, µM (doses to about 46.1 µM), for the others: at the highest dose activation, most hits filed as activators; actives 1.1% (n = 380,000); AID 624202; note: nearly all actives have a fitted effect of over 80% in size; some results filed as inactive show a strong effect at the top dose
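Using MCF7 cells harboring a BRCA1 firefly luciferase reporter, plated 2 h before compound pinning, the screen measured luminescence after 48 h incubation. Responses were normalized to DMSO and 10 microM genistein, then fitted for concentration-effect.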
p53 reactivation: re-activators of mutant p53. H1299 p53-A138V BP100-luciferase reporter, luminescence, 24 h. Potency, µM (highest dose often 92.2 µM), inactives show at the highest dose activity change, positive = activation, actives largely listed as activators. actives 0.063% (n = 320,000); note: % of control where 0% means no effect; nearly all actives have a fitted effect of over 45% in size
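H1299 (p53-null), stable ts p53-A138V + BP100-Luc; 1000 cells/well, Opti-MEM/10% FBS; cpd 4 pt, 1:5; 24 h, 37 deg C, 5% CO2; detection reagent 10 min RT; luminescence.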
RORg inh: ROR gamma (mouse) transcription inhibition; actives 5.4% (n = 310,000); Drosophila S2 Gal4-RORgamma UAS-luciferase reporter, 20 h; Potency, µM (series often up to 53.6 µM), without a hit: top-dose activity change, negative = inhibition, usual class: inhibitors; note: % is set by controls: 0 for no effect and ±100 for the full control effect; nearly all actives have a fitted effect of over 60% in size
Target sequence (P51450 whole entry, looked up, the tested form may be a part): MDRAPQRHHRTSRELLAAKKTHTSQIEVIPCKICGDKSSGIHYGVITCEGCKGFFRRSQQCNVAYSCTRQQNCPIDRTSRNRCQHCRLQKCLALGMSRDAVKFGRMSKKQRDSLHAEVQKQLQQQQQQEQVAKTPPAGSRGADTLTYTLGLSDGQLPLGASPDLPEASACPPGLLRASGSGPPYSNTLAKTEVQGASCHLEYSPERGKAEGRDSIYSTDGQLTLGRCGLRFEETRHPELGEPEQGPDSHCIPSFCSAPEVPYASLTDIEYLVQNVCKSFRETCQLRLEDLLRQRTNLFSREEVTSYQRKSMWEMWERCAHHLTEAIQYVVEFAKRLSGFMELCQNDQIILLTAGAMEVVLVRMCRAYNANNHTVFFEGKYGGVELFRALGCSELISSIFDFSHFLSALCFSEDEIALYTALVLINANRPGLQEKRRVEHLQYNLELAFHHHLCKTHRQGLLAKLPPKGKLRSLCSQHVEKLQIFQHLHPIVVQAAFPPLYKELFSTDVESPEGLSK
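Luminescence from a UAS-regulated Photinus luciferase reporter in stably transfected Drosophila Schneider cells is measured; decreased signal marks ROR gamma inhibition. Fusion expression is induced by 700 uM copper sulfate for 20 hr.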
uPA surface inh: cell surface uPA generation inhibition | cell surface uPA generation assay, qHTS | Potency, µM (series often up to 38.3 µM), inactives show top-dose activity change, negative = inhibition, most hits filed as inhibitors | actives 0.31% (n = 330,000) | AID 540303; active = well fitted inhibition curve with a large enough effect; inconclusive = small, poorly fitted or top-dose-only effect; inactive = no such curve, though single readings can be large or run the other way; tested in mouse RAW 264.7 cells; note: % is set by controls: 0 for no effect and ±100 for the full control effect; nearly all actives have a fitted effect of over 55% in size
NPC1 prom act: activators of NPC1 promoter | Huh7 NPC1 promoter luciferase reporter, 24 h | Potency, µM (top dose mostly 9.22 µM), inactives show top-dose activation, most hits filed as activators | actives 2.4% (n = 320,000) | AID 485313;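 note: % of control where 0% means no effect; nearly all actives have a fitted effect of over 60% in size; reporter is driven by a mutant NPC1 promoter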
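Luminescence from an NPC1 promoter-driven luciferase reporter in stably transfected Huh7 cells was measured after 24 h compound treatment at 37 °C, followed by 10 min ambient incubation with luciferase detection reagent.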
FLuc counter: counter-screen for miR-21 project: firefly luciferase inhibitors or activators; purified FLuc, Km substrates, luminescence inhibition; actives 6.9% (n = 360,000); Potency, µM (highest dose often 57.5 µM), without a hit: top-dose activity change, negative = inhibition, actives largely listed as inhibitors; P08659;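 note: plate controls were vehicle for no effect and reference inhibitor for full effect; nearly all actives have a fitted effect of over 55% in size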
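Purified P. pyralis luciferase (10nM final) with 10uM D-luciferin and 10uM ATP (Km levels) in 50mM Tris acetate pH 7.5, 10mM Mg acetate, 0.01% Tween-20, 0.05% BSA; qHTS 6-point titration, ~60 µM downward; luminescence read.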
MBNL1-CUG inh: inhibitors of human MBNL1 binding to CUG repeat RNA | actives 0.036% (n = 280,000) | TR-FRET MBNL1-His/biotin-(CUG)12 binding, 665/545 ratio | Potency, µM (top dose mostly 57.5 µM), inactives show at the top dose activity change, negative = inhibition, most hits filed as inhibitors | Q9NR56; active = well fitted inhibition curve with a large enough effect in the signal ratio, with a control signal flat, not every such curve was filed as active; inconclusive = small, poorly fitted or top-dose-only effect, or effect the other way, or a change in a side signal; inactive = no such curve, though single readings can be large or run the other way; the % refers to the signal ratio; note: % is set by controls: 0 for no effect and ±100 for the full control effect
Target sequence (Q9NR56 whole entry, looked up): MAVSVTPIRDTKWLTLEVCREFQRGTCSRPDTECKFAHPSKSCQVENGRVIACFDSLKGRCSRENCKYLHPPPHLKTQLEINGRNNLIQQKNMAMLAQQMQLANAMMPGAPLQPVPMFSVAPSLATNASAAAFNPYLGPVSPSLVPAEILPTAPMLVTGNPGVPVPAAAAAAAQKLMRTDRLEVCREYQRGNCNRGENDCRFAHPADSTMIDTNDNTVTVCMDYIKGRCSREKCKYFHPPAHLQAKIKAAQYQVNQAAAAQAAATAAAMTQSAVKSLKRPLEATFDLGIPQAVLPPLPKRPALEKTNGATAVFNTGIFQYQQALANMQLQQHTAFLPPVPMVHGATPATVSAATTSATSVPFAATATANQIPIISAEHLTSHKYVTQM
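TR-FRET readout: Ex 340 nm, 665/545 nm emission ratio, normalized to buffer-only (basal) and MBNL1-(CUG)12 controls. Complex of MBNL1-His with Biotin-(CUG)12, compounds 92 nM–58 uM, incubated 60 min at room temperature.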
Gal4-VP16 FLuc: inhibits Gal4-VP16 luciferase reporter, ROR gamma counter-screen | Drosophila S2 Gal4-VP16 UAS-luciferase, luminescence, 20 h | Potency, µM (top dose mostly 53.6 µM), without a hit: at the top dose activity, negative = inhibition, most hits filed as inhibitors | actives 3.5% (n = 310,000) | AID 2546;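 note: Gal4-VP16 expression switched on by copper sulfate through the metallothionein promoter; % is set by controls: 0 for no effect and ±100 for the full control effect; nearly all actives have a fitted effect of over 50% in size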
Rab9 prom act: activates the Rab9 promoter | Potency, µM (highest dose often 9.22 µM), for the others: at the top dose activation, negative = inhibition, most hits filed as activators | Huh7 Rab9 promoter-luciferase reporter, luminescence, 24 h | actives 2.8% (n = 320,000); note: % of control where 0% means no effect; nearly all actives have a fitted effect of over 60% in size
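Cell-based reporter: Huh7 stable for Rab9 promoter-driven luciferase, plated in reduced-serum medium with 10% FBS at 1500 cells/well, compound-treated 24 h at 37 °C, luminescence read after 10 min reagent.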
ELG1 genotoxic: genotoxicity induction in ELG1-luciferase HEK293T cells; HEK293T ELG1-luciferase reporter, luminescence, 16 h; actives 1.3% (n = 330,000); AID 504466; Potency, µM (highest dose often 46 µM), for the others: at the highest dose activity change, positive = activation, hits mostly activators; note: % of control where 0% means no effect; nearly all actives have a fitted effect of over 60% in size
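ELG1-luciferase HEK293T cells, 2,000/well; compound pinned in; 16 hr, 37 °C, 5% CO2; ONE-Glo, 30 min RT; luminescence on CCD imager.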
Starred values were filed as active, the others as inactive; ? = inconclusive; / = not tested or not shown; & = joins results of further samples; [ ] = another dose, or the depositor's remark. Unless noted, calls come from the whole dose curve; as a rule, active = well fitted curve in the direction sought with a large enough effect; inconclusive = small, poorly fitted or top-dose-only effect, or another doubt; inactive = no such curve, though single readings can be large; an effect the other way counts as inactive or inconclusive. Potency is the fitted concentration of half-maximal effect.

Values in the order: ELG1 genotoxic, BRCA1 expr act, RORg inh, NPC1 prom act, MBNL1-CUG inh, Rab9 prom act, uPA surface inh, Gal4-VP16 FLuc, FLuc counter, p53 reactivation
> Cc1ccccc1C(=O)OC(C)CN1CCN(C)CC1 (stereo not drawn)
→ 5%, -3%, 1%, -2%, -1%, -2%, -4%, 8%[10 µM], -2%, -1%
> CC[C@]12c3[nH]c4ccccc4c3CCN1C(=O)C(CC(=O)NCCCN(C)C)C[C@@H]2C(=O)N1CCN(C(=O)c2ccco2)CC1 (stereo partly drawn)
→ 2%, 15%, /, /, /, /, 3%, /, /, 6%
> Cc1ccc(C(=O)N2CC(=O)Nc3ccc(F)cc3C2c2ccc(F)cc2)cc1 (stereo not drawn)
→ -8%, -27%, 40%, -6%, -4%, -9%, 2%, 4%, -1%, -4%
> Cc1cc(/C=C2\C(=N)N3N=C(c4ccco4)SC3=NC2=O)c(C)n1Cc1ccccc1
→ 2%, 4%, -44%, -1%, 0%, -2%, 11%, 5%, ?, 1%
> COc1ccc2c([N+](=O)[O-])c(N3CCCC3)[nH]c2c1
→ 10%, -1%, 26%[1.91 µM], -8%, 7%, 4%, -2%, 13%, -1%, /
> COC(=O)c1cc(NC(=O)Cn2c(=O)cnc3ccccc32)cc(C(=O)OC)c1
→ -1%, -21%, -8%, 0%, 16%, 2%, 1%, 2%, 0%, -3%
> CC(C)C(c1nnnn1C1CCCC1)N1CCCCC1 (stereo not drawn)
→ -1%, -12%, 23%, 1%, -12%, 1%, 2%, -2%, -6%, -4%
> Cc1ccc(S(=O)(=O)Oc2ccccc2/C=N/Nc2ccc(C(=O)O)cc2)cc1
→ 0%, 19%, -17%, 0%, -6%, 16%, 9%, 7%, 19µM*, -1%
> Cc1ccc(S(=O)(=O)N2CCOCC2)cc1NC(=O)COC(=O)Cc1ccccc1
→ 0%, -20%, /, /, /, /, 1%, /, /, -1%
> O=C(NCC1CCCO1)C(c1cccs1)N(Cc1cccs1)C(=O)Cn1nnc(-c2cccs2)n1 (stereo not drawn)
→ -2%, -35%, -8%, -2%, 1%, -2%, -2%, 14%, 4%, -14%
> Cn1cnc([N+](=O)[O-])c1Nc1ccc(O)cc1
→ 1%, -10%, -44%, -3%, ?, 10%, 7%, 2%, -1%, 9%
> CCC(c1nnnn1CCOC)N1CCN(c2cccc(C(F)(F)F)c2)CC1 (stereo not drawn)
→ 0%, -2%, 3%, -5%, -10%, -4%, 9%, 2%, -1%, -6%
> CCS(=O)(=O)N1CCC(C(=O)NCc2ccc(OC)cc2)CC1
→ 7%, 6%, 9%, -1%, -1%, 1%, 2%, -4%, -1%, 1%
> CCOC(=O)c1ccccc1NC1c2ccccc2C(=O)N1c1cc(C)ccn1 (stereo not drawn)
→ -9%, -25%, 18%, -1%, 4%, 2%, -6%, 13%, -1%, -7%
> COCCn1c(SCC(=O)NNC(=O)c2cc(Cl)ccc2OC)nnc1-c1ccncc1
→ 0%, -11%, /, -5%, /, -5%, 2%, /, -1%, -5%
> COc1cc(Cl)cc(C2NC(=O)NC(C)=C2C(C)=O)c1OCC(=O)O (stereo not drawn)
→ 1%, -3%, -7%, 4%, 1%, 5%, 15%, -3%, 0%, -4%
> O=C(c1ccc2ccccc2n1)N1CCN(c2ccccc2Cl)CC1
→ ?, 30%, 14%, 12%, -3%, ?, 5%, -12%, 17µM*, 4%
> CC(NCCC(c1ccccc1)c1ccccc1)c1ccccc1 (stereo not drawn)
→ 13%, -25%, -107%&-41%, -1%, -7%, -3%, -11%, ?, 0%, -10%
> CCOc1ccc(N(CC(=O)NCc2ccc(Cl)cc2)S(=O)(=O)c2c(C)noc2C)cc1
→ 0%, -1%&4%, -16%, 4%, 2%, -3%, 17%, 3%, 2%&0%, ?
> CCCCOC(=O)Nc1nc(CC(=O)OCC)cs1
→ 0%, -1%, 2%, -3%, 4%, 0%, 4%, 10%, -23%, 12%
> CCC(=O)Nc1sc2c(c1C(=O)N(C)C)CCCCC2
→ 0%, -6%, -25%, -3%, -9%, -3%, 0%, -7%, 1%, -9%
> COc1ccc(-c2nn(-c3ccccc3)cc2/C=N/O)cc1
→ 1%, -38%, -5%, -3%, 7%, -5%, 14%, -22%, -26%, 4%
> CCCc1nn2c(=O)cc(CSCC(=O)Nc3ccc(F)cc3)nc2s1
→ 0%, 0%, -5%, 2%, -2%, -8%, -5%, 0%, 8%, 5%
> COC(=O)Nc1ccc(S(=O)(=O)Nc2ncccn2)cc1
→ 0%, 5%, -6%, -2%, -2%, -3%, 0%, -21%, 0%, -3%
> Cc1nn(C)c(C)c1NC(=O)Nc1ccc(Cl)c(Cl)c1
→ 1%, -13%, 13%, -2%, -21%, 22%, 3%, 8%, -11%, -4%
> COc1ccc(-n2nnnc2/C=C\Nc2ccccc2C(=O)c2ccccc2)cc1
→ -1%, -75%, 1%, -24%, 27%, -8%, -12%, -14%, 0%, -4%
> Cc1ccc(N=c2ssnc2Cl)cc1
→ -7%, 0%, 13µM*, 1%, 4%, 7%, -3%, ?, 21µM*, 5%
> COc1ccc(-c2csc3ncnc(N4CCN(c5ccccc5Cl)CC4)c23)cc1
→ -20%, -75%, -26%, -10%, 5%, -2%, 4%, -1%, 3%, -24%
> Cc1ccc(-n2c(C)nc3c(cnn3-c3ccccc3Cl)c2=O)cc1C
→ 3%, -29%, 30%, 0%, -10%, -3%, -1%, 10%, -6%, 4%
> Cc1nnc(SCC(=O)N(C)Cc2ccccc2)[nH]c1=O
→ -5%, 6%, -11%, -2%, 0%, -1%, -2%, 3%, 1%, 7%
> CCOC(=O)N1CCN(C(=S)NC(=O)c2cc(Br)ccc2Cl)CC1
→ -3%, -6%, 0.89µM*, -4%, -1%, -4%, -2%, 5µM*, -9%, -5%
> CC(C)Nc1nc(NC(C)C)nc(N(C#N)C(C)C(=O)N(C)C)n1 (stereo not drawn)
→ 0%, /, 5%, -2%, -2%, -7%, /, -6%, -2%, -1%
> CC(SC(=S)N1CCOCC1)C(=O)O (stereo not drawn)
→ -1%, 7%, -3%, -1%, -1%, -6%, 9%, -4%, 0%, 5%
> O=C(Nc1ccc2c(c1)OCCO2)c1ccc(Br)c(S(=O)(=O)N2CCOCC2)c1
→ -2%, -11%, 37%, 1%, 0%, 10%, -2%, 4%, ?, 22%
> CCCCC(=O)Nc1ccc(NC(=O)c2ccccc2OC)cn1
→ 5%, 14%, -26%, 7%, -23%, 5%, 1%, -2%, -11%, 0%
> CC(=O)Nc1ccc(C(=O)CSc2nnc(Cc3ccccc3)o2)cc1
→ 7%, 2%, 10%, 9%, 30%[activator], 9%, /, -3%, 0%, 1%
> CC1Cc2cc(C3(O)C(=O)c4ccccc4C3=O)ccc2N1 (stereo not drawn)
→ -1%, 0%, ?, 1%, 6%, -3%, 5%, -4%, 4%, -2%
> O=C(Nc1ccncc1)Nc1ccccc1Cl
→ 3%, 63%, -18%, 17%, -8%, 20%, -12%, -6%, ?, -1%
> CC(=O)c1ccc(S(=O)(=O)Nc2ccc(C(=O)NCC(c3ccccc3)N(C)C)cc2)cc1 (stereo not drawn)
→ 3%, -2%, 36%, 4%, -2%, -1%, 3%, 1%, -5%, 8%
> COc1ccc(N(CC(=O)N2CCN(c3ccc(F)cc3)CC2)S(=O)(=O)c2c(C)n[nH]c2C)cc1
→ -3%, 0%&-11%, 3%, -6%, -2%, 3%, -3%, -10%, -5%&-1%, -2%
> COc1ccccc1C(=O)NCCc1c(C)[nH]c2c(C)ccc(F)c12
→ 14%, 2%, -29%, -8%, /, 0%, 11%, -12%, 3%, -6%
> Cc1ccc(NC(=O)CSCc2n[nH]c(=O)[nH]2)c(Br)c1
→ 1%, 0%, 0%, 2%, 3%, 0%, 1%, 3%, 0%, -3%
> O=C(O)CSc1c(-c2ccccc2)[nH]c2ccccc12
→ 0%, -58%, -26%, -4%, -5%, -3%, -2%, -9%, 4%, 6%
> Cc1ccc(OCc2cc(C(=O)N(C)CCc3ccccc3)no2)cc1C
→ ?, ?, -4%, 2.8µM*, -3%, 4µM*, -7%, -6%, 24µM*, ?
> N#Cc1nc(COc2ccc(F)cc2)oc1NCCN1CCOCC1
→ 0%, -31%, 1%, 0%, 1%, -5%, -3%, -9%, -1%, 4%
> O=C(Nc1ccc(OCc2ccccc2)cc1)c1cccnc1
→ ?, 60%, 1%, 3%, 0%, ?, -5%, -2%, -3%, 9%
> CC(CN1CCOCC1)OC(=O)c1ccccc1Cl (stereo not drawn)
→ 2%, -29%, -37%, -3%, -1%, 7%, 1%, 7%, -5%, ?
> CCNC(=O)c1ccccc1CCc1ccccc1
→ -4%, 0%, -3%, 0%, -4%, -2%, -7%, 3%, -2%, 15%
> CN(C(=O)Cn1c(Cl)nc2c1c(=O)n(C)c(=O)n2C)C1CCS(=O)(=O)C1 (stereo not drawn)
→ -1%, 1%, /, 0%, /, -6%, 2%, /, 2%, 1%
> O=C(Nc1ccc(N2CCOCC2)c(C(=O)O)c1)c1ccco1
→ 1%, /, 42%, -3%, 11%, 3%, /, -3%, 2%, 4%
